High-throughput results from PubChem BioAssay.
E coli growth = bacterial growth inhibition, counter-screen for AddAB inhibitors; E. coli V3065 growth, OD600 absorbance, 18 h; inhibition, % at 11.9 µM; 330,000 compounds, 0.27% hits; AID 449728;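 active means inhibition above the campaign's mean inhibition across all tested compounds plus 3 SD, cut at about 9.9% in these data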;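 further: uninfected addAB+ strain grown without phage in ampicillin broth; 0% = DMSO wells and 100% = ciprofloxacin 0.95 µg/ml wells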
PfHsp90 set2 = growth inhibition of yeast expressing Plasmodium Hsp90; AID 504621; 310,000 compounds, 0.32% hits; inhibition, % at 9.4 µM; S. cerevisiae expressing PfHsp90, BacTiter-Glo ATP, 48 h; yeast lacking PDR1 and PDR3 efflux regulators;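 active means every replicate shows inhibition above about 80%, whatever the replicate mean, limit read from the data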;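 further: 0% = DMSO neutral controls and 100% = 20 µM radicicol positive controls; yeast relying on Plasmodium falciparum Hsp90 in place of its own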
DAGLB inhibitor = diacylglycerol lipase beta (human) inhibition; Q8NCG7; HEK293T DAGLB membrane lysate, EnzChek fluorogenic substrate; inhibition, % at 5.17 µM; 340,000 compounds, 0.059% hits; in the data active means inhibition above about 34%;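 further: 0% = enzyme with vehicle and 100% = wells lacking enzyme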
Target sequence (Q8NCG7 whole entry, looked up): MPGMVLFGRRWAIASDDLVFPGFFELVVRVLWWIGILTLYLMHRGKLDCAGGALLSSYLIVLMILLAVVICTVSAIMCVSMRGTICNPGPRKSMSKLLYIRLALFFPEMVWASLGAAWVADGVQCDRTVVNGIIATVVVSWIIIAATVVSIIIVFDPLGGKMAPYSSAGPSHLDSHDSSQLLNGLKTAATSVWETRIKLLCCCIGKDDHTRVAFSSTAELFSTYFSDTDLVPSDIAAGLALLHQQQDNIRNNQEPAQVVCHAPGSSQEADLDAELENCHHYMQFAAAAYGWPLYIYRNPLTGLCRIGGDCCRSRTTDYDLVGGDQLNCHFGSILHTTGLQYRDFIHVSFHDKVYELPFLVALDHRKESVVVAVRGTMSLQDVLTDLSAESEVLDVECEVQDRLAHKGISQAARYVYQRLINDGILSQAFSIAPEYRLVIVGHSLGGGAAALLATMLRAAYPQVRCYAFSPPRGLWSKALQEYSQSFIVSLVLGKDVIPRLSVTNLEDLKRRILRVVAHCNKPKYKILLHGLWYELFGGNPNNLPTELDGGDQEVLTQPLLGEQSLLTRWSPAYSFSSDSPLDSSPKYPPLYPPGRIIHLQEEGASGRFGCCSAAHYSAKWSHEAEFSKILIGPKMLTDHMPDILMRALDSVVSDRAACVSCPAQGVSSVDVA
Wnt bcat act = Wnt/beta-catenin pathway activation; Wnt/beta-catenin reporter cell assay, activator, plate reader; activation, % at 9.35 µM; 300,000 compounds, 1.2% hits; AID 743398; in the data active means activation above about 30%, passing the limit was not always enough;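 further: 0% = neutral control wells and 100% = positive control wells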
AddAB inh = less growth of phage-infected E. coli with AddAB; E. coli expressing H. pylori AddAB, absorbance growth; inhibition, % at 11.9 µM; 330,000 compounds, 0.29% hits; AID 435030; in the data active means inhibition above about 12%;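 further: 0% = vehicle wells of infected cells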
CAL PDZ FP = human CAL PDZ-peptide interaction inhibition; purified CAL PDZ, TMR-peptide fluorescence polarization, 1 h; 330,000 compounds, 0.02% hits; AID 504414; inhibition, % at 20 µM;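 active means highest replicate inhibition of at least 40%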;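 further: plate controls were DMSO neutral control wells for no effect and unlabeled competitor peptide control wells for full effect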
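material = purified tagged CAL PDZ domain construct (CerCALP) | buffer or medium = sodium phosphate/NaCl buffer pH 7.4 with TCEP, IgG, Thesit | reagent = TMR-labelled reporter peptide T*-PRC34 bound in PDZ groove | incubation = 1 h room-temperature incubation prior to read | measured by = fluorescence polarization (mP) | evaluation = percent inhibition from loss of millipolarization | control set = unlabelled peptide and DMSO controls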
PvdQ inh = P. aeruginosa PvdQ acylase inhibition. purified PvdQ acylase, fluorescence plate reader. inhibition, % at 10 µM. 340,000 compounds, 0.063% hits. AID 488965; in the data active means inhibition above about 30%, passing the limit was not always enough;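 further: 0% = vehicle neutral wells and 100% = reference inhibitor wells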
Tat transport = E. coli Tat transport inhibition | E. coli MC4100 TorA-mCherry Tat export, fluorescence | inhibition, % at 10 µM | 340,000 compounds, 0.036% hits | AID 488895;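 active means mean replicate inhibition at least 50% and at least half of replicates individually reaching 50%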;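 further: exported cargo escapes ClpAP degradation while cytoplasmic cargo is degraded and loses fluorescence; 0% = median of neutral control wells and 100% = median of NaSCN control wells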
phage Ecoli inh = E. coli growth loss with phage present. inhibition, % at 11.9 µM. growth absorbance. 360,000 compounds, 0.26% hits. AID 651602; in the data active means inhibition above about 11%
Rtt109 Vps75 = inhibitors of Candida albicans Rtt109/Vps75 histone acetyltransferase; inhibition, % at 34.9 µM; Q5AAJ8; purified Rtt109/Vps75, ThioGlo CoA-SH fluorescence, 4 h; AID 540336; 330,000 compounds, 0.16% hits;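 active means inhibition of at least 50% in every replicate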
Target sequence (Q5AAJ8 whole entry, looked up): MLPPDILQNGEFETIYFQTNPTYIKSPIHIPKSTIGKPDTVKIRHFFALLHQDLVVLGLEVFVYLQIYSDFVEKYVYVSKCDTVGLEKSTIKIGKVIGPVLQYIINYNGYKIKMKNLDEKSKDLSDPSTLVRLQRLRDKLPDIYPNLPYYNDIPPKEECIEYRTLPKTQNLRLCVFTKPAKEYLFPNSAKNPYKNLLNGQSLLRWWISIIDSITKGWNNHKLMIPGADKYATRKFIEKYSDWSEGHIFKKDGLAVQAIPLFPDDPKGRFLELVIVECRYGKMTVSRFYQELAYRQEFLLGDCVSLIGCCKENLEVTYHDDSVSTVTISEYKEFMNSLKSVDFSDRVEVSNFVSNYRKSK
Numbers without * were called inactive; · = no result given; & = joins results of further samples. Random draw from the library (roughly 1.9% active in at least one column).

SMILES	E coli growth	PfHsp90 set2	DAGLB inhibitor	Wnt bcat act	AddAB inh	CAL PDZ FP	PvdQ inh	Tat transport	phage Ecoli inh	Rtt109 Vps75
COc1ccc(CCNC(=O)c2ccc3c(c2)OCCO3)cc1	2.6	2	0	9	2.9	0.4	4	-7	2.6	15
CCCNc1c(N)n(-c2ccccc2)c(=O)[nH]c1=O	1.3	16	-1	-5	3.9	-0.9	-9	4	1.1	5
CCOc1ccc(CCNC(=O)COC(=O)CNS(=O)(=O)c2ccc(C)cc2)cc1OCC	-0.2	·	3	-2	-0.8	-0.9	-11	3	1.2	1
CC(C)c1ccc(NS(=O)(=O)c2cn(C)c(=O)n(C)c2=O)cc1	-0.9	-19	-2	-5	-0.3	-1.4	-19	-1	0.8	0
O=C(OCC(=O)N1CCCC1)c1c(Cl)cccc1Cl	-0.4	13	-1	-2	2.4	-2.8	-8	-6	3.2	1
CC(C)C(=O)Nc1ccc(C(=O)NNC(=O)c2ccco2)cc1	-0.6	-9	-2	·	1.3	0.0	5	-11	-0.2	-5
CCOc1ccc(C(=O)O/N=C(\N)c2ccc([N+](=O)[O-])cc2)cc1OCC	0.3	-9	-7	-1	6.2	0.1	3	2	2.4	12
O=c1cc(N2CCCCC2)c(-c2ccccc2)nn1Cc1ccc(Cl)cc1Cl	-2.1	-31	-8	-2	2.8	0.2	4	-3	2.8	8
COC(=O)C1=C(C)OC(N)=C(C#N)C1c1cccnc1 (configuration not stated)	0.5	18	0	-2	-0.4	-1.3	-13	-1	-1.7	6
COc1ccc(NC(=O)c2nnn(CC(=O)Nc3ccc4c(c3)OCO4)c2N)c(OC)c1	-2.7	-21	0	3	2.5	-0.3	-7	-6	0.5	-3
O=C(NCCS(=O)(=O)N1CCN(c2ccc(F)cc2)CC1)c1ccc(Br)o1	1.0	30	0	13	4.0	-0.5	-9	-5	1.1	-6
CCN(CC)CCN(C(=O)c1ccc(S(=O)(=O)N(C)C2CCCCC2)cc1)c1nc2c(C)cccc2s1	2.4	-1	-5	7	2.3	-1.9	-10	17	1.6	2
COc1ccccc1CN1CCSCC1	-1.6	9	1	-2	1.8	-2.4	-3	-6	0.8	-5
O=C(O)C1CC(=O)N(c2ccc(OCc3ccc(Br)cc3)cc2)C1 (configuration not stated)	0.1	10	1	-1	-1.4	·	-13	-2	2.8	-8
Cc1ccc(NC(=O)CCNS(=O)(=O)c2cccc3nonc23)cc1Cl	1.6	20	-2	-1	3.9	-0.5	0	-6	5.0	0
CCN(CC)S(=O)(=O)c1ccc(C)c(NS(=O)(=O)c2cc(/C=C/C(=O)O)cc(OC)c2OC)c1	-0.8	10	1	0	4.3	-1.7	-12	-3	1.3	-7
O=C(Cc1cccc2ccccc12)Nc1ccc(N2CCOCC2)cc1	0.8	0	-7	0	7.3	0.2	-18	-5	4.9	15
CCCc1cc(=O)[nH]c(Nc2ccc(Cl)cc2)n1	1.4	-43	1	0	3.0	-3.1	-11	0	9.2	-5
O=C(NCC(c1ccco1)N1CCOCC1)c1cccc([N+](=O)[O-])c1 (configuration not stated)	-0.8	2	-2	-1	-0.3	-1.9	-1	1	-1.2	31
C(=C\c1ccccc1)/CN1CCN(C(c2ccccc2)c2ccccc2)CC1	1.6	10	-4	-1&-1	0.9	-0.6	-5	-5	3.9	9

More compounds.
SMILES	E coli growth	PfHsp90 set2	DAGLB inhibitor	Wnt bcat act	AddAB inh	CAL PDZ FP	PvdQ inh	Tat transport	phage Ecoli inh	Rtt109 Vps75
COc1ccc(-n2nc3c(c2NC(=O)C(C)C)CSC3)cc1	0.9	-8	0	-2	-0.6	-1.5	2	7	1.3	1
CC1CCOC2(O1)C(=O)Nc1ccccc12 (configuration not stated)	-3.6	-37	-1	2	0.5	-0.1	-4	1	1.5	0
CCOc1cc2c(cc1/C=C(/C#N)c1ccc(C(=O)O)cc1)OCO2	-1.7	5	7	-1	1.3	-0.1	-10	-2	2.8	3
Cc1ccc(NC(=O)c2nc[nH]c2C(=O)N[C@@H](C)c2ccccc2)cc1	-1.9	·	-1	2	-0.2	-2.4	-4	13	0.5	1
COc1ccc2c(c1)CCc1c(C(=O)N3CCCc4ccccc43)noc1-2	-2.2	-22	-4	12	-0.3	·	5	5	1.0	-12
CCc1cccc(CC)c1NC(=S)NCC(c1cccnc1)N1CCOCC1 (configuration not stated)	-0.3	-7	3	0	5.0	0.5	0	2	1.2	5
CC(C)(C)c1ccc(C(=O)NC(=S)N2CCCCCC2)cc1	-1.7	22	-7	-3	-3.7	-2.2	-7	5	-1.5	3
COc1ccc(S(=O)(=O)NC2CC3CCC2C3)cc1Br (configuration not stated)	-2.7	114*	-1	-2	-0.5	-0.4	-6	6	0.6	-1
COc1ccc(S(=O)(=O)N(C)CC(=O)NCCN2CCOCC2)cc1Cl	-2.8	-48	-2	-1	1.2	-2.7	-9	8	-0.8	3
C#CCSc1nc(C)cc(C(=O)OCC)c1C#N	0.2	-8	-5	0	2.1	-1.9	-6	-4	2.7	5
COc1ccc(-n2c(CCc3ccccc3)nnc2SCC(=O)c2ccc(Cl)cc2)cc1	0.0	-85	1	·	1.1	0.5	-9	0	4.7	3
CCOC(=O)Nc1ccc2c(c1)C(=NNC(N)=S)c1ccccc1-2	·	·	0	0	·	-5.5	-3	4	1.9	13
CC(=O)c1ccc(OCC(O)CN2CCN(CCN3C(=O)c4cccc5cccc(c45)C3=O)CC2)cc1 (configuration not stated)	-2.6	7	3	·	2.3	-1.2	-9	-4	1.6	2
CC1CCN(c2nc3c(c(=O)[nH]c(=O)n3C)n2Cc2ccccc2)CC1	-0.1	-2	3	-3	1.7	-0.6	-8	3	2.1	3
O=C(CCSCCC(=O)NCC1CCCO1)NCC1CCCO1 (configuration not stated)	1.0	-9	2	-5	0.9	-0.9	-20	-1	-1.2	-4
CC(C)S(=O)(=O)c1csc(NC(=O)Nc2cc(Cl)ccc2Cl)c1Cl	4.1	14	0	-3	1.5	-2.1	-19	5	2.8	3
O=C(O)c1ccc(S(=O)(=O)c2ccccc2C(=O)O)c([N+](=O)[O-])c1	-2.0	9	-2	4	0.3	0.8	-2	6	0.1	5
CCOC(=O)C1=C(CN2CCN(C(=O)c3ccco3)CC2)NC(=O)NC1c1ccc(F)cc1 (configuration not stated)	0.1	7	0	0	-0.3	-0.7	-3	-1	0.2	4
COc1ccccc1N1CCN(CC(=O)c2c(C)[nH]c3cc(C)ccc23)CC1	2.4	7	1	·	4.4	0.2	-4	0	1.6	-3
Cc1ccc(S(=O)(=O)Nc2ccccc2-c2ccccc2NS(=O)(=O)c2ccc(C)cc2)cc1	3.6	·	15	·	3.1	1.3	13	6	1.1	-6

Compounds from the list above that have fluorine:
SMILES	E coli growth	PfHsp90 set2	DAGLB inhibitor	Wnt bcat act	AddAB inh	CAL PDZ FP	PvdQ inh	Tat transport	phage Ecoli inh	Rtt109 Vps75
O=C(NCCS(=O)(=O)N1CCN(c2ccc(F)cc2)CC1)c1ccc(Br)o1	1.0	30	0	13	4.0	-0.5	-9	-5	1.1	-6
CCOC(=O)C1=C(CN2CCN(C(=O)c3ccco3)CC2)NC(=O)NC1c1ccc(F)cc1 (configuration not stated)	0.1	7	0	0	-0.3	-0.7	-3	-1	0.2	4

Following part
SMILES	E coli growth	PfHsp90 set2	DAGLB inhibitor	Wnt bcat act	AddAB inh	CAL PDZ FP	PvdQ inh	Tat transport	phage Ecoli inh	Rtt109 Vps75
COc1ccc(CCNC(=O)C(=O)c2cn(CC(=O)N3CCOCC3)c3ccccc23)cc1	-2.0	8	1	0	0.3	-2.0	-7	-1	2.0	6
COc1ccc(S(=O)(=O)N(CC(=O)NC2CC2)C2CCCCC2)cc1Cl	1.2	6	-1	-1	2.8	-1.9	6	0	-0.4	12
COC(=O)CCCCCN1C(=O)NC(c2ccccc2)C(C(=O)OCc2ccccc2)=C1C (configuration not stated)	-2.6	7	4	-1	2.6	-1.5	2	2	-0.2	8
CCN(C(=O)CSc1nc2ccc(C)cc2[nH]1)C1CCS(=O)(=O)C1 (configuration not stated)	3.7	-5	0	3	2.2	-0.8	-9	-3	0.6	2
CCN(c1nc(C)cc(OC)n1)S(=O)(=O)c1ccccc1	-1.0	21	-4	·	3.1	-2.3	-10	-1	2.3	4
CCOc1ccc(S(=O)(=O)Nc2ccc(C(=O)NCCCN3CCCC3=O)cc2)cc1	1.4	-5	-1	1	2.6	-3.6	3	9	4.0	3
CC(CN1C(C)CCCC1C)OC(=O)c1ccc(Cl)cc1 (configuration not stated)	0.7	10	-2	0	0.4	-0.4	3	-3	2.1	-3
CCOC(=O)C1=C(COC(=O)/C=C/c2cccc(OC)c2OC)NC(=O)NC1C (configuration not stated)	2.7	32	0	4	0.1	-3.2	-8	15	0.9	0
O=c1oc(Cc2ccccc2)nc2ccccc12	-1.6	-3	1	2	-0.2	0.5	1	2	-1.7	-2
O=C(O)c1ccc(/C=C2\COc3ccccc3C2=O)cc1	-3.1	7	2	3	0.0	-1.0	-11	-3	0.2	-1
O=C(Nc1nc2ccccc2[nH]1)C1CCCO1 (configuration not stated)	0.1	1	-3	14	2.9	-0.1	-9	-2	2.3	0
CCc1nnc(NC(=O)c2ccc(S(=O)(=O)N3CCc4ccccc4C3)cc2)s1	-0.7	-13	2	-1	2.9	-0.4	9	-4	2.8	-3
O=C(Nc1ccc2c(c1)OCCO2)c1ccncc1	-2.1	10	1	15	1.8	-2.7	-3	2	1.9	-5
COc1cccc(NC(=O)CSc2nc3n[nH]c(C)c3c(=N)n2-c2cccc(OC)c2)c1	0.3	-7	-1	·	0.2	-2.4	-8	5	2.9	4
CC(=O)c1ccc(-n2c(CCC(=O)O)ccc2-c2ccc(Br)cc2)cc1	-2.9	-31	5	3	-1.9	0.0	-6	1	-0.2	-1
CCC(=O)N1CCN(c2cc(N3CCCC3)c(F)cc2[N+](=O)[O-])CC1	1.3	10	2	-1	1.6	-1.1	-6	-7	1.7	5
CC(C)CN1C(=O)/C(=C/c2ccco2)NC1=S	-0.8	-31	6	·	0.7	0.2	8	-2	4.0	-14
CC1CCCC(C)N1CC(O)COCc1ccccc1F (configuration not stated)	1.2	-3	-2	1	1.6	0.3	0	-4	-1.8	8
C=CCN(c1ccccc1OC)S(=O)(=O)c1cccc(C(=O)Nc2nnc(C3CC3)s2)c1	-1.2	29	-1	4	0.6	-0.5	-9	-3	-0.1	-12
COCCCNC(=O)CN1CCN(Cc2ccc(Cl)cc2)C1=O	0.5	15	0	1	2.5	-0.5	-14	7	1.9	11

(continued)
SMILES	E coli growth	PfHsp90 set2	DAGLB inhibitor	Wnt bcat act	AddAB inh	CAL PDZ FP	PvdQ inh	Tat transport	phage Ecoli inh	Rtt109 Vps75
COc1ccc(/C=N/N2C(=O)CSC2=S)cc1Br	0.7	-11	-9	-4	6.2	-1.2	3	-2	1.6	1
CCOC(=O)C1=NNC(C(=O)c2ccc(C)cc2)C1c1ccc(OC)cc1 (configuration not stated)	-0.8	-87	-5	·	2.9	-0.9	-9	2	-0.8	2
CCN(CC(=O)NCc1ccc(F)cc1)CC(=O)NC1CCCC1	-1.1	-10	3	1	2.8	-0.6	-18	3	0.1	-6
Cc1[nH][nH]c(=O)c1C(c1ccc(-c2ccc(C(=O)O)cc2)o1)c1c(C)[nH][nH]c1=O	·	-10	-3	0	·	·	0	21	-1.1	1
